# PRC2 inh = blocks human EZH2/PRC2 H3K27 methylation | AID 651548 | actives 0.35% (n = 57,000) | inhibition, % at 12.5 µM | Q15910 | DELFIA TRF, 1 h;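 active = mean inhibition of replicates at least 50% and every single replicate also reaching 50%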;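 also: dimethyl H3K27 on biotinylated H3 21-44 peptide detected by antibody; plate controls were median neutral control wells for no effect and median positive control wells for full effect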
# IDH1 mut inh = inhibitors of human IDH1 R132H | O75874 | IDH1 R132H reductase, diaphorase/resazurin fluorescence, 60 min | inhibition, % at 10 µM | actives 0.18% (n = 70,000); in the data active = inhibition above about 34%;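 also: 0% = DMSO and 100% = no enzyme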
# Target sequence (O75874 whole entry R132H): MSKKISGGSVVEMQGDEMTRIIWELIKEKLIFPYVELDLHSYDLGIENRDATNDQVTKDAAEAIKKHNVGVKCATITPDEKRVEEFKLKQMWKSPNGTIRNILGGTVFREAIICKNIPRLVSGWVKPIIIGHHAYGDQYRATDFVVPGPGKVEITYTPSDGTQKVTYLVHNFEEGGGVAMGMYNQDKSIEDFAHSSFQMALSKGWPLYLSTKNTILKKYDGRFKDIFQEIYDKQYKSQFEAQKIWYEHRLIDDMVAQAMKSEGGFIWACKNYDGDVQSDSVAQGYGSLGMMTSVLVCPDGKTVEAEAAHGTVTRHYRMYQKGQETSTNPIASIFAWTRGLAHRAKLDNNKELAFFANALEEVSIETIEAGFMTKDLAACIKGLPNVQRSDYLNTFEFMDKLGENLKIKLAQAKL
# * marks the source's active call; other numbers are inactive results; · = no result given. The list is partial; count on the stated rates, not on these rows.
SMILES,PRC2 inh,IDH1 mut inh
COc1ccccc1C(=O)Nc1ccc2c(c1)C(=O)N(C)C[C@H](OC)[C@H](C)CN(C(C)=O)[C@H](C)CO2,2.4,-0.1
C[C@@H]1CN([C@@H](C)CO)C(=O)c2cc(NS(C)(=O)=O)ccc2O[C@H]1CN(C)CC1CCCCC1,8.6,2.9
CNC[C@H]1Oc2c(N)cccc2C(=O)N([C@H](C)CO)C[C@H]1C,1.1,4.1
C[C@@H]1CN([C@@H](C)CO)C(=O)c2cc(-c3ccc(F)cc3)cnc2O[C@@H]1CN(C)C(=O)Cc1ccccc1,-3.5,-0.2
C[C@@H]1CCCCO[C@@H](CN(C)C(=O)Cc2ccccc2)[C@H](C)CN([C@@H](C)CO)C(=O)c2cc(NC(=O)NC3CCCCC3)ccc2O1,·,-0.9
O=C(C[C@@H]1CC[C@@H](NC(=O)Cc2ccccn2)[C@H](CO)O1)NCCCN1CCOCC1,0.4,0.2
COc1ccc(-n2c(SCC(=O)Nc3ccccc3OC)nc(O)cc2=O)cc1,33.6,0.0
Cc1cc(C(=O)Nc2cccc3c2O[C@@H](CN(C)C(=O)Nc2ccc(F)cc2)[C@H](C)CN([C@@H](C)CO)C3=O)n(C)n1,5.8,0.7
C[C@@H]1CN([C@H](C)CO)C(=O)c2cccc(NS(=O)(=O)c3cccs3)c2O[C@@H]1CN(C)C(=O)Nc1ccc(C(F)(F)F)cc1,·,0.0
C[C@H](CO)N1C[C@H](C)[C@H](CN(C)C(=O)c2ccc(F)cc2)Oc2ncc(-c3ccncc3)cc2C1=O,5.8,4.0

# Taken from above.
# Entry for C[C@H](CO)N1C[C@H](C)[C@H](CN(C)C(=O)c2ccc(F)cc2)Oc2ncc(-c3ccncc3)cc2C1=O in PRC2 inh: 5.8
# Entry for Cc1cc(C(=O)Nc2cccc3c2O[C@@H](CN(C)C(=O)Nc2ccc(F)cc2)[C@H](C)CN([C@@H](C)CO)C3=O)n(C)n1 in IDH1 mut inh: 0.7
# Entry for COc1ccccc1C(=O)Nc1ccc2c(c1)C(=O)N(C)C[C@H](OC)[C@H](C)CN(C(C)=O)[C@H](C)CO2 in PRC2 inh: 2.4
# Entry for C[C@@H]1CCCCO[C@@H](CN(C)C(=O)Cc2ccccc2)[C@H](C)CN([C@@H](C)CO)C(=O)c2cc(NC(=O)NC3CCCCC3)ccc2O1 in IDH1 mut inh: -0.9
# Entry for O=C(C[C@@H]1CC[C@@H](NC(=O)Cc2ccccn2)[C@H](CO)O1)NCCCN1CCOCC1 in PRC2 inh: 0.4

# Next structures:
SMILES,PRC2 inh,IDH1 mut inh
COC(=O)c1ccc(C(=O)OC)c(NC(=O)CSc2ccccn2)c1,-0.9,-1.1
CC(=O)c1ccc(NC(=O)CSc2nc(C)c(C)c(=O)[nH]2)cc1,-4.2,-0.1
CO[C@H]1CN(C)C(=O)c2ccc(NC(C)=O)cc2OC[C@@H](C)N(C(=O)Cc2cccnc2)C[C@@H]1C,-7.9,-0.1
C[C@H]1CN([C@@H](C)CO)C(=O)c2cc(NC(=O)Nc3ccc(F)cc3)ccc2O[C@@H]1CN(C)CC1CC1,·,1.0
Cc1cccc(S(=O)(=O)N[C@H]2CC[C@H](CCNC(=O)c3cnccn3)O[C@H]2CO)c1,3.3,0.0
C[C@H](CO)N1C[C@H](C)[C@H](CN(C)C(=O)Nc2ccccc2)Oc2ccc(N(C)C)cc2CC1=O,-3.0,0.6
CN(C)CC(=O)Nc1ccc2c(c1)[C@H]1C[C@H](CC(=O)NCc3cccnc3)O[C@H](CO)[C@H]1O2,13.0,0.4
COc1cc([C@@H]2c3cc4c(cc3C(O[C@@H]3O[C@@H]5CO[C@@H](c6cccs6)OC5[C@H](O)[C@H]3O)C3COC(=O)[C@@H]32)OCO4)cc(OC)c1O (stereo partly specified),·,0.6
Cc1c(Nc2ncnc3c2cnn3-c2ccccc2)c(=O)n(-c2ccccc2)n1C,7.5,-0.2
Cc1cc2nc(Sc3c([N+](=O)[O-])nc(C)n3Cc3ccccc3)[nH]c2cc1C,3.1,-0.5
COCC(=O)N(C)C[C@@H]1Oc2cc(Br)ccc2S(=O)(=O)N([C@@H](C)CO)C[C@H]1C,6.4,-3.7
C[C@H](CO)N1C[C@H](C)[C@@H](CN(C)C(=O)c2ccccc2F)Oc2cc(C#CCN(C)C)ccc2S1(=O)=O,·,-0.1
CC(C)NC(=O)N(C)C[C@H]1Oc2ccc(NC(=O)CCN3CCOCC3)cc2C(=O)N([C@@H](C)CO)C[C@@H]1C,7.4,0.9
CC(C)NC(=O)N[C@H]1CC[C@@H](CCNC(=O)C2CCOCC2)O[C@@H]1CO,0.1,0.0
CC(C)NC(=O)Nc1ccc2c(c1)C(=O)N([C@H](C)CO)C[C@@H](C)[C@@H](CN(C)Cc1ccccc1)OCCCC[C@H](C)O2,-3.6,0.1
COCCOC(=O)N1C(=O)[C@@]2(c3cc(C#CC4=CCCCC4)ccc31)[C@H](C(N)=O)[C@H]1C(=O)O[C@H](c3ccccc3)[C@H](c3ccccc3)N1[C@@H]2c1ccccc1OCCO,-37.8,·
C[C@@H]1O[C@@H](O[C@@H]2[C@@H](O)[C@H](O[C@@H]3[C@@H](O)[C@@H](O)[C@H](O[C@H]4[C@H](OC(=O)[C@]56CCC(C)(C)C[C@H]5C5=CCC7[C@@]8(C)C[C@H](O)[C@H](O[C@@H]9O[C@H](C(=O)O)[C@@H](O)[C@H](O)[C@H]9O)[C@@](C)(CO)C8[C@H](O)C[C@@]7(C)[C@]5(C)C[C@H]6O)O[C@@H](CO)[C@@H]4O)O[C@H]3C)OC[C@H]2O)[C@H](O)[C@H](O)[C@H]1O (stereo partly specified),98.9*,0.6
Clc1ccccc1-c1nnc(SCc2nc3ccccc3[nH]2)n1-c1ccccc1,0.6,0.0
COC(=O)c1cc(OC)c(OC)cc1NC(=O)c1cc(-c2ccc(C)o2)nc2ccccc12,-15.5,-0.1
NS(=O)(=O)c1cc2c(cc1Cl)NC(C(Cl)Cl)NS2(=O)=O (stereo unspecified),·,-2.2
COc1ccc(S(=O)(=O)N(C)C[C@@H]2Oc3ccc(NC(=O)Nc4ccc(F)cc4)cc3C(=O)N([C@@H](C)CO)C[C@H]2C)cc1,·,-1.7
O=C(C[C@@H]1C[C@@H]2c3cc(NC(=O)Cc4ccncc4)ccc3O[C@@H]2[C@H](CO)O1)NCCc1ccccc1,-7.5,0.3
Cc1noc(C)c1S(=O)(=O)N(C)C[C@@H]1OCc2cn(nn2)CCCC(=O)N([C@@H](C)CO)C[C@H]1C,·,-2.8
CC(C)OC(=O)N(C)C[C@@H]1OCc2cn(nn2)CCCC(=O)N([C@@H](C)CO)C[C@@H]1C,11.0,·
Cc1ccccc1S(=O)(=O)NCC[C@@H]1CC[C@H](NC(=O)Nc2cccc(F)c2)[C@@H](CO)O1,-11.4,-0.2
Cc1noc(C)c1S(=O)(=O)Nc1ccc2c(c1)CC(=O)N([C@H](C)CO)C[C@@H](C)[C@H](CN(C)S(=O)(=O)c1ccc(Cl)cc1)O2,·,0.2
Cc1noc(C)c1NC(=O)N(C)C[C@H]1Oc2ncc(/C=C/c3ccccc3)cc2C(=O)N([C@@H](C)CO)C[C@H]1C,-3.5,·
CCCc1cn(CC[C@@H]2CC[C@@H](NC(=O)C3CCC3)[C@@H](CO)O2)nn1,7.7,-0.1
COCCNC(=O)C[C@@H]1CC[C@H](NC(=O)NC2CCCCC2)[C@H](CO)O1,-4.5,0.3
CO[C@@H](CN(C)C(=O)c1ccc2c(c1)OCO2)[C@H](C)CN([C@H](C)CO)S(=O)(=O)c1ccccc1,0.9,-0.5
COc1ccc(S(=O)(=O)N(C)C[C@H]2Oc3ccc(NC(=O)NC4CCCCC4)cc3C(=O)N([C@H](C)CO)C[C@H]2C)cc1,·,0.0
COc1ccc(NC(=O)CSc2ncccn2)cc1Cl,·,-0.5
CCc1ccc(OCC(=O)Nc2ccccc2-c2nc3ccccc3s2)cc1,3.0,0.0
C[C@@H]1CN([C@H](C)CO)C(=O)Cc2cc(NC(=O)NC3CCCCC3)ccc2O[C@H]1CN(C)Cc1ccc(Cl)c(Cl)c1,·,-1.0
O=C1CC(c2ccccc2F)C2=C(CC(c3ccc(F)cc3)CC2=O)N1 (stereo unspecified),2.0,-0.3
C[C@H]1CN([C@@H](C)CO)C(=O)Cc2cc(NC(=O)Cn3cnnn3)ccc2O[C@H]1CN(C)C(=O)Nc1ccc2c(c1)OCO2,·,-22.4
O=C(C[C@H]1C[C@H]2c3cc(NC(=O)c4ccc5c(c4)OCO5)ccc3O[C@H]2[C@@H](CO)O1)NC1CCCCC1,1.2,-0.6
COc1ccc(S(=O)(=O)N(C)CC(=O)Nc2ccc(Br)cc2F)cc1Cl,10.2,-0.6
CN(C)Cc1c(O)ccc2occ(C(O)c3ccccc3)c12 (stereo unspecified),·,-0.7
C[C@@H]1CN([C@H](C)CO)C(=O)c2cccc(NS(=O)(=O)c3ccc(F)cc3)c2O[C@@H]1CN(C)Cc1ccccc1,-4.9,·
O=C(CC1Sc2ccccc2NC1=O)Nc1ccc2c(c1)OCCO2 (stereo unspecified),0.3,0.1
Cc1noc(C)c1S(=O)(=O)Nc1ccc2c(c1)C(=O)N([C@@H](C)CO)C[C@H](C)[C@@H](CN(C)C(=O)Nc1ccc3c(c1)OCO3)OCCCC[C@H](C)O2,·,-0.6
C[C@@H]1CN([C@H](C)CO)C(=O)CCCn2cc(nn2)CO[C@@H]1CN(C)C(=O)c1ccc(N2CCN(C)CC2)cc1,-3.9,2.2
C[C@H](CO)N1C[C@H](C)[C@@H](CN(C)C(=O)Nc2ccccc2)Oc2c(NC(=O)c3cnccn3)cccc2C1=O,-0.9,2.9
COCC(=O)N(C)C[C@@H]1Oc2cc(C#CCC3CCCC3)ccc2S(=O)(=O)N([C@@H](C)CO)C[C@H]1C,3.9,6.8
C/C=C/c1ccc2c(c1)O[C@H](CN(C)C(=O)Cc1ccccn1)[C@H](C)CN([C@@H](C)CO)S2(=O)=O,-18.2,0.0
C[C@@H]1CN([C@H](C)CO)C(=O)Cc2cc(NC(=O)Cn3cnnn3)ccc2O[C@@H]1CN(C)S(=O)(=O)c1ccccc1,·,-0.9
O=C(C[C@H]1CC[C@H](NC(=O)CC2CC2)[C@H](CO)O1)NCc1ccc(Cl)cc1,8.2,-1.1
CC(C)C#Cc1cnc2c(c1)C(=O)N([C@H](C)CO)C[C@@H](C)[C@H](CN(C)Cc1ccc3c(c1)OCO3)O2,·,-0.2
C[C@@H]1CCCCO[C@H](CN(C)S(=O)(=O)c2cn(C)cn2)[C@@H](C)CN([C@H](C)CO)C(=O)c2cc(NC(=O)Nc3ccccc3)ccc2O1,·,-4.4

# Quoted at random: two compounds from above
SMILES,PRC2 inh,IDH1 mut inh
CC(C)C#Cc1cnc2c(c1)C(=O)N([C@H](C)CO)C[C@@H](C)[C@H](CN(C)Cc1ccc3c(c1)OCO3)O2,·,-0.2
O=C(C[C@H]1CC[C@H](NC(=O)CC2CC2)[C@H](CO)O1)NCc1ccc(Cl)cc1,8.2,-1.1

# Next compounds.
SMILES,PRC2 inh,IDH1 mut inh
N#Cc1ccc2ccn(CC(=O)NCc3ccco3)c2c1,6.5,-0.3
COCC#Cc1ccc2c(c1)O[C@H](CN(C)Cc1cccnc1)[C@@H](C)CN([C@@H](C)CO)S2(=O)=O,·,6.5
C[C@H](O)C#Cc1cnc2c(c1)C(=O)N([C@@H](C)CO)C[C@H](C)[C@H](CN(C)Cc1cccc(F)c1)O2,-15.5,0.1
C[C@@H]1CCCCO[C@H](CN(C)C(=O)Nc2ccc(C(F)(F)F)cc2)[C@H](C)CN([C@H](C)CO)C(=O)c2cc(NS(=O)(=O)c3ccc(Cl)cc3)ccc2O1,·,0.8
COc1ccc(OC)c(NC(=O)CC2NCCNC2=O)c1 (stereo unspecified),0.6,0.1
O=C(NO)c1cccc(C(=O)N/N=C/c2ccc([N+](=O)[O-])c(O)c2)c1,5.7,-0.3
CC(C)NC(=O)N(C)C[C@@H]1Oc2ccc(NS(=O)(=O)c3ccccc3)cc2CC(=O)N([C@H](C)CO)C[C@H]1C,3.6,-0.3
O=C(N[C@H]1C=C[C@H](CC(=O)N2CCOCC2)O[C@H]1CO)c1ccccn1,1.4,0.1
COc1cc(S(=O)(=O)NCc2cccnc2)ccc1F,15.2,-0.1
C[C@@H]1CN([C@H](C)CO)C(=O)c2cc(NC(=O)Nc3ccccc3)ccc2O[C@@H]1CN(C)Cc1ccc(C(=O)O)cc1,3.8,-0.2
O=C(N[C@@H]1C=C[C@@H](CC(=O)N2CCN(c3ccccc3)CC2)O[C@@H]1CO)c1ccncc1,17.7,-0.1
C[C@H]1CN([C@@H](C)CO)C(=O)CCCn2nncc2CO[C@@H]1CN(C)C(=O)Nc1cccc(C(F)(F)F)c1,·,-0.1
Cc1noc(C)c1NC(=O)N(C)C[C@H]1Oc2ncc(C#CC(C)C)cc2C(=O)N([C@H](C)CO)C[C@@H]1C,-10.1,-3.5
CO[C@H]1CN(C)C(=O)c2cc(NC(=O)NC(C)C)ccc2OC[C@H](C)N(Cc2ccccn2)C[C@H]1C,9.3,0.1
O=C(NC1CCCCC1)N[C@@H]1CC[C@H](CC(=O)N2CCOCC2)O[C@H]1CO,5.5,0.3
COC(=O)c1ccc(Cl)c(NC(=O)CSc2nc(C)cc(C(F)(F)F)n2)c1,3.8,0.3
COc1ccc(S(=O)(=O)N[C@H]2CC[C@H](CC(=O)N3CCC(Cc4ccccc4)CC3)O[C@H]2CO)cc1,10.4,-0.2
C[C@H](CO)N1C[C@H](C)[C@H](CN(C)S(=O)(=O)c2cccs2)Oc2ccc(NC(=O)Nc3cccc4ccccc34)cc2CC1=O,·,1.3

# Bioassay records as filed in PubChem BioAssay.
